# KOR beta-arrestin-1: KOR agonists, beta-arrestin recruitment, primary screen, cell-based, luminescence, uHTS (AID 1777). Kappa-type opioid receptor (Homo sapiens). KOR beta-arrestin recruitment, luminescence; higher % means a stronger effect. activation, % at 10 µM; hits with a dose series show EC50 in µM. 280,000 compounds, 0.02% hits; in the data active means activation above about 50%, passing the limit was not always enough; further: a part of the inactive calls stands beside numbers as strong as those of hits
# PMI inhibitors: inhibitors of human PMI, primary screen, biochemical, fluorescence intensity, coupled assay (AID 1209); Mannose-6-phosphate isomerase (Homo sapiens); purified PMI enzyme, coupled fluorescence intensity; higher % means a stronger effect; inhibition, % at 20 µM, or IC50 in µM where a hit was titrated; 190,000 compounds, 0.42% hits;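 further: plate controls were DMSO vehicle for no effect and wells lacking substrate for full effect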
# TNAP activation fold: human TNAP enzyme activators, primary screen, biochemical, luminescent, no phosphate acceptor, uHTS (AID 1001) | purified TNAP, luminescent activation assay, no phosphate acceptor; higher activation fold means a stronger effect | activation fold at 20 µM; hits with a dose series show EC50 in µM | 200,000 compounds, 0.03% hits; in the data active means activation fold from about 3, or a potency from the dose series; inactive means the rest, 99 in 100 with activation fold below about 1.6; further: many of its hits are not listed in these tables
# NOD2 inhibition: NOD2 signaling inhibitors, cell-based, luminescence, uHTS, HEK293 (AID 1566) | HEK293 NOD2/NF-kB luciferase reporter, luminescence; higher % means a stronger effect | 290,000 compounds, 0.63% hits | inhibition, % at 4 µM; hits with a dose series show EC50 in µM; further: many of its hits are not listed in these tables
# LYP inhibition: inhibitors of LYP phosphatase, biochemical, fluorescence intensity, uHTS (AID 1779); Tyrosine-protein phosphatase non-receptor type 22 (Homo sapiens); recombinant LYP phosphatase, fluorescence intensity; higher % means a stronger effect; inhibition, % at 11.5 µM; hits with a dose series show IC50 in µM; 290,000 compounds, 0.054% hits;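 further: plate controls were vehicle with enzyme for no effect and no enzyme for full effect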
# KOR beta-arrestin-2: KOR antagonists, beta-arrestin recruitment, cell-based, luminescence, uHTS (AID 1778). Kappa-type opioid receptor (Homo sapiens). KOR beta-arrestin recruitment, luminescence, antagonist mode; higher % means a stronger effect. inhibition, % at 10 µM; hits with a dose series show IC50 in µM. 290,000 compounds, 0.091% hits; further: strong numbers were not always called active
# NOD1 NF-kB reporter: NOD1 signaling inhibitors, primary screen, cell-based, luminescence, uHTS (AID 1578); NOD1-driven NF-kB luciferase reporter cells, luminescence; higher % means a stronger effect; inhibition, % at 4 µM, or EC50 in µM where a hit was titrated; 290,000 compounds, 1% hits; in the data active means inhibition mostly above about 36%, no sharp cut-off; inactive means mostly below about 34%;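 further: HEK-293T reporter cells stimulated with the NOD1 agonist gamma-tri-DAP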
# XIAP antagonists: XIAP antagonists, biochemical, IAP family, fluorescence polarization (AID 1018) | E3 ubiquitin-protein ligase XIAP (Homo sapiens) | XIAP BIR domain, fluorescence polarization peptide displacement; higher % means a stronger effect | displacement, % at 20 µM, or IC50 in µM where a hit was titrated | 200,000 compounds, 0.007% hits; in the data active means displacement above about 50%; further: a part of the inactive calls stands beside numbers as strong as those of hits
# PMI inhibition: human PMI inhibitors, high substrate, primary screen, biochemical, fluorescence intensity, high mannose 6-phosphate (AID 1220); Mannose-6-phosphate isomerase (Homo sapiens); recombinant PMI enzyme, coupled fluorescence intensity; higher % means a stronger effect; 190,000 compounds, 0.66% hits; one-dose inhibition, % at 20 µM; IC50 in µM for titrated hits
# Active calls of the source: *; / = not tested or not shown; [ ] = another dose, or the depositor's remark. Unless noted, no stated cut-off is given here; in the data, active means inhibition above about 50%; inactive means the rest. Not all compounds are listed; the hit share may differ from the screen's.
SMILES,KOR beta-arrestin-1,PMI inhibitors,TNAP activation fold,NOD2 inhibition,LYP inhibition,KOR beta-arrestin-2,NOD1 NF-kB reporter,XIAP antagonists,PMI inhibition
O=C(NC1CC2CCCC(C1)N2C(=O)NC1CCCCC1)c1ccccc1 (stereo not given),1.1%,0.9%,1.1,-0.1%,-4.0%,10.3%,-1.0%,-1.2%,-4.8%
O=C(Cn1ncc2c(=O)oc3ccccc3c21)NCc1cccnc1,-5.4%,-12.9%,1,-3.0%,-6.8%,2.8%,-25.3%,-7.1%,-3.8%
C=CCn1cc(CN2CCC(C(=O)Nc3cccc(-c4cccc(F)c4)c3)CC2)c(C)n1,12.7%,/,/,-10.2%,-4.8%,-25.4%,-24.7%,/,/
Cn1nnc(NC(=S)NC(=O)c2cccc3c(Br)cccc23)n1,4.4%,/,/,0.2%,-9.8%,12.2%,-8.9%,/,/
Cc1c(Cl)cccc1NC(=S)NCc1cccn1C,6.1%,-5.2%,1,3.1%,0.4%,5.3%,-19.9%,-1.7%,-2.6%
CCN(CC)CCCOC(=O)C1(c2ccccc2)CCCC1,-4.1%,-3.2%,0.9,-14.0%,0.3%,16.2%,-9.2%,-5.8%,-4.1%
Nc1cc(N)nc(SCC(=O)Nc2ccccc2)n1,2.1%,10.1%,1.1,1.4%,-5.9%,-37.9%,17.4%,-8.8%,13.5%
Cc1nn(Cc2ccc([N+](=O)[O-])cc2)c(=O)n1-c1c(F)cccc1F,2.3%,1.2%,1,6.1%,-1.1%,24.6%,-27.5%,-8.1%,-2.0%
Cc1nn(Cc2ccc(C(=O)O)o2)c(C)c1[N+](=O)[O-],-7.3%,8.1%,1.1,6.5%,-7.6%,-32.6%[20 µM],-14.3%,-0.2%,6.2%
O=C(NCC1CCCO1)c1ccc2c(c1)OCO2 (stereo not given),-3.5%,6.4%,1.1,5.1%,-9.8%,-23.4%,7.4%,-12.4%,12.3%
Cc1ccc(-c2nc3ncccc3o2)cc1NC(=O)Cc1ccc(Cl)cc1,2.0%,-8.6%,1.1,1.9%,-3.0%,-30.7%,-8.8%,-1.4%,-7.2%
Cc1ccc(NC(=O)CCS(=O)(=O)c2ccc(Br)cc2)nc1,5.1%,0.3%,1.1,0.8%,-7.1%,12.3%,-18.0%,-4.6%,3.3%
COC(CNC(=O)c1ccc2c(=O)n(Cc3ccc4c(c3)OCO4)c(=S)[nH]c2c1)OC,-2.0%,/,/,21.7%,-5.7%,-30.5%,-1.2%,/,/
CC(NCc1ccncc1)C12CC3CC(CC(C3)C1)C2 (stereo not given),/,-10.4%,1.1,9.7%,-11.5%,-0.4%[20 µM],-9.6%,15.3%,-4.6%
COc1ccc(CCNC(=O)CSc2nnnn2Cc2ccc3c(c2)OCO3)cc1OC,-3.1%,-1.9%,1.1,-9.4%,-9.6%,16.9%,6.3%,-2.5%,4.0%
CC1(C)CC2CC(C)(CN2c2ncnc3ccc(Br)cc23)C1 (stereo not given),0.6%,3.3%,1,-12.0%,0.3%,-15.5%,39.1%,-35.4%,-3.7%
CCOc1cc(NC(=O)c2ccccn2)c(OCC)cc1NC(=O)CC(C)C,-5.0%,6.9%,1.1,15.5%,2.1%,5.5%,-27.6%,-2.8%,5.3%
C[C@@H](NC(=O)c1nc[nH]c1C(=O)NCC(=O)OCc1ccccc1)c1ccccc1,-4.4%,/,/,-15.3%,-10.3%,-41.7%[20 µM],-27.4%,/,/
CCOc1ccc(C(=O)/C=C/c2cn(CN3CCN(C)CC3)c3ccccc23)cc1,2.0%,8.6%,1,-25.0%,6.1%,-35.2%,-32.3%,-3.7%,12.5%
O=C1CCC/C(=N/NC(=O)c2ccc(NS(=O)(=O)c3cccs3)cc2)C1,2.5%,-7.6%,1.1,-4.4%,3.4%,-22.8%,-28.1%,1.7%,-17.6%

# Eight structures already listed, sorted by length of the SMILES, smallest number first.
SMILES,KOR beta-arrestin-1,PMI inhibitors,TNAP activation fold,NOD2 inhibition,LYP inhibition,KOR beta-arrestin-2,NOD1 NF-kB reporter,XIAP antagonists,PMI inhibition
O=C(NCC1CCCO1)c1ccc2c(c1)OCO2 (stereo not given),-3.5%,6.4%,1.1,5.1%,-9.8%,-23.4%,7.4%,-12.4%,12.3%
CC(NCc1ccncc1)C12CC3CC(CC(C3)C1)C2 (stereo not given),/,-10.4%,1.1,9.7%,-11.5%,-0.4%[20 µM],-9.6%,15.3%,-4.6%
CC1(C)CC2CC(C)(CN2c2ncnc3ccc(Br)cc23)C1 (stereo not given),0.6%,3.3%,1,-12.0%,0.3%,-15.5%,39.1%,-35.4%,-3.7%
Cc1ccc(NC(=O)CCS(=O)(=O)c2ccc(Br)cc2)nc1,5.1%,0.3%,1.1,0.8%,-7.1%,12.3%,-18.0%,-4.6%,3.3%
Cc1ccc(-c2nc3ncccc3o2)cc1NC(=O)Cc1ccc(Cl)cc1,2.0%,-8.6%,1.1,1.9%,-3.0%,-30.7%,-8.8%,-1.4%,-7.2%
COc1ccc(CCNC(=O)CSc2nnnn2Cc2ccc3c(c2)OCO3)cc1OC,-3.1%,-1.9%,1.1,-9.4%,-9.6%,16.9%,6.3%,-2.5%,4.0%
O=C1CCC/C(=N/NC(=O)c2ccc(NS(=O)(=O)c3cccs3)cc2)C1,2.5%,-7.6%,1.1,-4.4%,3.4%,-22.8%,-28.1%,1.7%,-17.6%
CCOc1ccc(C(=O)/C=C/c2cn(CN3CCN(C)CC3)c3ccccc23)cc1,2.0%,8.6%,1,-25.0%,6.1%,-35.2%,-32.3%,-3.7%,12.5%

# More compounds.
SMILES,KOR beta-arrestin-1,PMI inhibitors,TNAP activation fold,NOD2 inhibition,LYP inhibition,KOR beta-arrestin-2,NOD1 NF-kB reporter,XIAP antagonists,PMI inhibition
CC(C)(C)NC(=O)NC(=O)CN1CCN(S(=O)(=O)c2ccccc2)CC1,-2.1%,/,/,5.0%,-2.4%,13.2%,-1.8%,/,/
COC(=O)c1ccc(NC(=O)CSC2=Nc3ccccc3C3CC=NN23)cc1 (stereo not given),-7.3%,-4.2%,1,14.4%,7.5%,6.7%,-2.9%,-7.5%,-5.2%
O=C(O)CCC(=O)Nc1sc2c(c1C(=O)Nc1ccccc1)CCCCC2,-1.7%,6.1%,1.1,-14.4%,-4.2%,-29.4%,-27.1%,-4.3%,-24.1%
C=CCNC(=S)N1CCC(C(=O)c2ccc3c(c2)OCCO3)CC1,/,20.1%,1.1,-11.7%,-10.4%,6.2%,-23.7%,-8.6%,12.3%
COc1ccc([N+](=O)[O-])cc1N(CC(=O)NCc1ccco1)S(C)(=O)=O,-4.1%,-6.0%,1.1,-1.2%,-2.6%,-1.6%[20 µM],-5.8%,-5.2%,-4.5%
O=C(Nc1ccc(Cl)cc1)N1CCN(C(=O)C2CCCO2)CC1 (stereo not given),3.5%,/,/,-5.3%,-4.9%,-29.8%,-28.3%,/,/
CCOc1ccc(-c2nc(C)c(C(C)=O)n2O)cc1,5.2%,15.6%,1.1,-4.9%,-4.9%,-9.4%,-13.1%,-6.5%,10.4%
CNCCCC1Sc2ccccc2Oc2ccccc21 (stereo not given),-2.2%,-12.5%,1.1,14.8%,-4.1%,-40.4%,-31.7%,0.4%,-17.6%
CCc1nnc(NC(=O)CSc2nnc(-c3ccccc3NC(=O)c3ccccc3)o2)s1,8.7%,10.0%,1,22.1%,-6.4%,1.0%,-0.7%,-0.8%,18.6%
O=C(CCc1ccccc1)OCCN1CCOCC1,5.6%,8.3%,1.1,-1.8%,-7.2%,-24.4%,5.6%,-4.6%,13.0%
COc1ccc(CN(C)Cc2c(O)ccc3ccccc23)cc1,-4.5%,/,/,-17.8%,-4.1%,6.4%,5.3%,/,/
Nc1nc(Nc2ccccc2)nc(C(F)(F)F)n1,-0.1%,/,/,-5.1%,-4.8%,-16.8%,-7.2%,/,/
COC(=O)C1=NNC2(c3ccc(Cl)cc3)C(=O)N(c3ccc(Cl)cc3)C(=O)C12 (stereo not given),-1.4%,13.3%,1,9.6%,-8.7%,10.5%,-51.2%,-4.8%,-0.3%
CCOC(=O)c1ccc(COC(=O)c2nonc2N)cc1,2.7%,-11.7%,0.8,-5.8%,9.6%,-5.7%,-26.9%,-2.9%,-0.9%
NC(=O)NC(=O)C[n+]1cccc(/C=N/O)c1,-2.2%,-1.4%,1.2,5.3%,-1.0%,9.2%,-18.9%,-3.0%,1.3%
O=S(=O)(NCc1nc(-c2ccccc2)no1)c1ccc(F)cc1,-0.4%,/,/,12.0%,-3.2%,-5.8%,-15.2%,/,/
S=C1NCN(Cc2ccco2)CN1CCc1ccccc1,6.3%,/,/,14.0%,-5.0%,22.4%,-12.7%,/,/
Cc1ccccc1C(=O)NC(=S)NC1CCSC1=O (stereo not given),6.8%,-3.9%,1.1,2.1%,-0.3%,15.7%,-41.1%,-1.7%,1.6%
Cc1ccc2nc3c(nc2c1C)C(O)=C3O,2.7%,/,/,4.2%,-7.4%,-7.4%,-4.2%,/,/
Cc1cc(O)c2c(c1)C(O)(C1OC(CO)C(O)C(O)C1O)c1cccc(O)c1C2=O (stereo not given),-4.3%,2.0%,1.1,4.5%,-1.1%,-12.8%,-25.3%,-1.5%,32.0%
COc1ccc(CCNC(=O)C2CCN(S(=O)(=O)N3CCC4(CC3)OCCO4)CC2)cc1OC,-0.4%,9.0%,1.1,3.4%,-2.1%,24.5%,-7.0%,-2.1%,12.4%
Cc1nc2ccccc2c(N)c1C(=O)/C=C/c1ccccc1,4.4%,/,/,20.1%,-8.9%,-52.7%[20 µM],46.5%,/,/
N#Cc1cnc(NN)nc1,2.8%,-13.9%,1.1,9.6%,-5.2%,-57.0%,3.6%,-9.3%,-22.9%
CC1CCC(NC(=O)C(NS(=O)(=O)c2cccc3nsnc23)C(C)C)CC1 (stereo not given),0.0%,/,/,10.3%,-4.7%,0.2%,-5.6%,/,/
COc1ccc(C(OC(=O)c2ccco2)C(=O)NCc2ccco2)cc1 (stereo not given),6.4%,1.8%,1.1,2.8%,1.4%,-39.1%,-10.9%,0.5%,1.3%
CCCn1c(N)c(N(CCOC)C(=O)c2cc(-c3ccco3)nc3ccccc23)c(=O)[nH]c1=O,2.4%,/,/,10.9%,-2.9%,-14.8%,-26.5%,/,/
COc1ccc(CNCC(C)NCc2ccc(OC)c(OC)c2)cc1OC (stereo not given),-1.5%,/,/,11.8%,-5.5%,-15.4%,-3.2%,/,/
Cc1cccc(-c2noc(CNC(=O)Nc3ccc(F)cc3)n2)c1,-2.8%,4.0%,1.1,14.8%,5.8%,-12.6%,-50.2%,-2.1%,7.7%
